LRH-1 inv ag = NR5A2 inverse agonism in reporter assay; HEK293T StAR-luciferase reporter, LRH-1 transfected, 24 h; inhibition, % at 3.6 µM; AID 602396; 0.13% of 360,000 active; O00482;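 active means inhibition above the mean inhibition of all tested compounds plus 3 SD, cut at about 73% in these data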;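 further: 0% = DMSO wells and 100% = reporter-only cells lacking LRH-1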
Target sequence (O00482 whole entry, looked up): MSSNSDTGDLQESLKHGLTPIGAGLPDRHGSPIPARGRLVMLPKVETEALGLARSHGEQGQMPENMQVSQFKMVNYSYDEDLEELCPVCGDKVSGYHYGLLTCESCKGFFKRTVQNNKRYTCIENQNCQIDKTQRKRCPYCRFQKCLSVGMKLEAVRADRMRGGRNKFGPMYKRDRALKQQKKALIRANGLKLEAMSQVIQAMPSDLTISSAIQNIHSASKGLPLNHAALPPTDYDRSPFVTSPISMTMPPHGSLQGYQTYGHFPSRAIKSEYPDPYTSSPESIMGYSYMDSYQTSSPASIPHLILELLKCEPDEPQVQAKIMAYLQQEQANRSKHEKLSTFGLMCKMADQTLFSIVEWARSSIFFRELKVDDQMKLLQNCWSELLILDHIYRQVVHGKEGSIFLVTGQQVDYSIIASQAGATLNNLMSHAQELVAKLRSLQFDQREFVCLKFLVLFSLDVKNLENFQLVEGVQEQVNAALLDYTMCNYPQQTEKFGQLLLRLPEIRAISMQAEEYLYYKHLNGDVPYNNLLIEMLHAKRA
TROY NFkB inh = blocks TROY-dependent signaling in reporter cells; inhibition, % at 10 µM; Q293 LMP1-TROYcd NF-kB luciferase reporter, 4 h; AID 1347056; 0.98% of 360,000 active;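 active means compounds whose plate-normalised and pattern-corrected inhibition of the luciferase reporter signal at the single screening dose is 50% or more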
KKLEB tox = CF airway cell cytotoxicity counter-screen. KKLEB CF airway cells viability, ATPlite luminescence, overnight; stronger effect = lower value; cells stimulated with P. aeruginosa culture filtrate. activity change (cytotoxicity), % at 5 µM. 0.36% of 360,000 active;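 active means corrected activity change at or below -50% at 5 µM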
EBV LMP1 NFkB = inhibitors of Epstein-Barr LMP1-induced NF-kappaB reporter | LMP1-induced NF-kappaB luciferase reporter cells, luminescence | inhibition, % at 12.5 µM | 0.69% of 350,000 active; in the data active means inhibition above about 41%;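 further: 0% = neutral control wells and 100% = reference inhibitor control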
NCOA1 inh = human NCOA1 inhibition; 0.12% of 360,000 active; inhibition, % at 3.6 µM; HEK293 GAL4-SRC1 luciferase reporter, luminescence;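 active means inhibition above the campaign mean plus 3 SD, with each screening campaign given its own cutoff, cut at about 60% in these data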;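 further: 0% = DMSO treated cells and 100% = gossypol at 36 µM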
TWEAK Fn14 block = blocks TWEAK-Fn14 interaction in a reporter cell assay. TWEAK-stimulated Fn14 reporter cells, luciferase luminescence, 8 h. inhibition, % at 10 µM. 2% of 360,000 active. AID 1159606; in the data active means inhibition above about 50%
COUP-TFII inh = inhibitors of human COUP-TFII (NR2F2) | P24468 | HEK293T NGFI-A luciferase reporter, luminescence | inhibition, % at 8.6 µM | 0.7% of 370,000 active;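 active means inhibition above a per-plate cutoff, mean inhibition of test wells between control levels plus 3 SD, cut at about 38% in these data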;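 further: cells cotransfected with COUP-TFII expression vector driving the NGFI-A reporter; 0% = median of COUP-TF2 test wells and 100% = reporter-only cells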
Target sequence (P24468 whole entry, looked up): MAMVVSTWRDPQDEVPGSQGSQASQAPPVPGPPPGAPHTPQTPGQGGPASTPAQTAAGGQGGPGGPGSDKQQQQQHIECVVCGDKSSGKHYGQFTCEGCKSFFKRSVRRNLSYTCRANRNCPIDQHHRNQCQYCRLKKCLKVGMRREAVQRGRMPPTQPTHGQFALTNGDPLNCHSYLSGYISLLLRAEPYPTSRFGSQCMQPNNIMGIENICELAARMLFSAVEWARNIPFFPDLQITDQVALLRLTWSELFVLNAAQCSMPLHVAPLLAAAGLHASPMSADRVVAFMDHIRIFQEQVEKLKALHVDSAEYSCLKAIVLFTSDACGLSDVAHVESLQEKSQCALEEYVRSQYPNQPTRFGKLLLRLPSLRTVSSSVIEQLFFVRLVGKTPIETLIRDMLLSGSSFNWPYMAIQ
NCOA3 inh = inhibits human SRC3 coactivator; Q9Y6Q9; HEK293 GAL4-SRC3 luciferase reporter, luminescence; inhibition, % at 3.6 µM; 0.17% of 360,000 active;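 active means inhibition above a per-campaign cutoff, the mean of all compounds plus 3 SD, cut at about 60% in these data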;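 further: 0% = DMSO-treated cells and 100% = gossypol-treated cells at 36 µM; higher means less SRC3-driven luciferase light from the GAL4 reporter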
Shn3 3UTR inh = Schnurri-3 reporter inhibition in Clone20 osteoblasts | Clone20 osteoblast Shn3 3'UTR firefly luciferase, 24 h | inhibition, % at 12.5 µM | 0.52% of 360,000 active;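 active means mean inhibition of at least 75% with every replicate also reaching 75%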;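 further: 0% = median of neutral control wells and 100% = pilot-screen positive control compound; some compounds past the cut are filed as inactive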
CF NFkB inh = blocks PAF-induced NF-kB reporter in cystic fibrosis cells. KKLEB NF-kB-GFP reporter, GFP fluorescence overnight. inhibition, % at 5 µM. 0.86% of 360,000 active. AID 588850;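 active means at least 50% inhibition at 5 µM, scaled per plate between neutral and stimulator controls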;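 further: PAF is a Pseudomonas aeruginosa culture filtrate used as stimulus; plate controls were PAF-stimulated DMSO wells for no effect and unstimulated DMSO wells for full effect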
TRAIL sens C8 = caspase-8 TRAIL sensitization; 1% of 360,000 active; inhibition (viability loss, TRAIL sensitization), % at 10 µM; NB7+C8 cells + TRAIL, ATPlite viability luminescence;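 active means compounds causing at least 50% loss of cell viability in the single-dose screen, relative to plate controls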
* hit, by the source's call; nt = no result given. The list is partial; rates above refer to the full screens.

The line under a structure holds: LRH-1 inv ag	TROY NFkB inh	KKLEB tox	EBV LMP1 NFkB	NCOA1 inh	TWEAK Fn14 block	COUP-TFII inh	NCOA3 inh	Shn3 3UTR inh	CF NFkB inh	TRAIL sens C8
> N#CC1=C(N)C(C#N)(C#N)[C@H](c2cccnc2)[C@H]2CN(C(=O)OCc3ccccc3)CC=C12
→ 11	-20	-10	2	-17	6	8	2	-18	14	4
> Clc1ccccc1SCc1nc2ccccc2[nH]1
→ -130	-21	-10	-18	-80	-9	-9	-77	-72	4	-18
> C[C@H](CO)N1C[C@H](C)[C@@H](CN(C)Cc2ccc(C(=O)O)cc2)Oc2c(NC(=O)Cc3ccccc3)cccc2C1=O
→ -7	1	0	2	-7	0	4	2	-34	-6	14
> O=S1(=O)N[C@H](Cc2ccccc2)COc2cccc(N3CCC[C@H]3CO)c21
→ 6	-3	nt	nt	nt	0	8	nt	nt	nt	12
> COc1ccc(Cl)cc1N(CC(=O)NCC(C)C)S(=O)(=O)c1ccc(C)c([N+](=O)[O-])c1
→ -28	-1	-3	1	1	4	17	11	9	19	-6
> CN1CCN(C(CNC(=O)C(=O)Nc2ccc3c(c2)OCO3)c2ccc(F)cc2)CC1 (stereo not drawn)
→ -6	-3	-4	-2	-10	6	-12	-33	12	12	-7
> CCOc1ccccc1C1C(C(=O)Nc2ccc(OC)cc2)=C(C)Nc2nc(CCCO)nn21 (stereo not drawn)
→ -32	6	20	2	-5	-10	-1	2	-7	-22	-9
> COc1cccc(OCC(=O)N(C)Cc2nc(-c3ccccc3)no2)c1
→ -6	1	4	-10	2	8	-11	-5	-2	-3	2
> CCN(CC)S(=O)(=O)c1ccc(C(=O)NCc2cccs2)cc1
→ -2	0	-19	-9	-1	15	-3	-13	2	-11	-5
> COc1ccc(OC)c(S(=O)(=O)N2CCN(c3ccccc3OC)CC2)c1
→ -10	27	1	4	15	-2	0	13	11	6	3
> CCN1C(=O)/C(=C\N2CCCc3ccccc32)SC1=S
→ 1	-2	5	1	-9	6	6	-2	-86	2	-1
> CC(=O)NC(Nc1c(C)n(C)n(-c2ccccc2)c1=O)C(Cl)(Cl)Cl (stereo not drawn)
→ 4	63*	0	-7	-24	-1	2	-8	-1	0	-4
> CC(C)c1ccc(C(=O)OC2CCOC2=O)cc1 (stereo not drawn)
→ -3	-14	6	5	-26	9	5	5	-2	-6	4
> COc1ccc(Br)cc1C(=O)Nc1cccc(NC(=O)c2ccco2)c1
→ 7	-33	7	-7	4	7	15	18	1	-30	9
> CC(C)c1ccc(N(CC(=O)NCCCN2CCOCC2)S(=O)(=O)c2ccccc2)cc1
→ -6	11	10	-6	-6	4	-4	-1	2	-42	-6
> CC1(Cc2ccc3c(c2)OCO3)C(=O)Nc2ccc(-c3cccc(C(F)(F)F)c3)cc21 (stereo not drawn)
→ -1	6	14	nt	6	103*	17	-5	31	6	7
> C/C(=N\Nc1cccc(C(=O)O)c1)c1ccc(Cl)s1
→ -127	-76	3	-28	-71	-42	-5	-81	-44	1	-1
> COc1ccc(CCN2CC(C(=O)NCc3cnn(C)c3)CCC2=O)cc1 (stereo not drawn)
→ -6	2	2	1	-3	15	-11	-6	-20	-5	-11
> O=C(COc1ccc([N+](=O)[O-])cc1)NNC(=S)NC(=O)c1ccc(Br)cc1
→ -12	17	5	-1	-32	-1	-12	10	-8	-22	-3
> O=C(O)c1ccccc1Cc1nc2cc(Cl)ccc2c(=O)[nH]1
→ 10	29	1	2	-9	-5	4	16	-4	7	-19
> Cc1noc(C)c1S(=O)(=O)N1CCC(C(=O)Nc2ccc(Br)cc2)CC1
→ 3	12	2	3	4	-7	-11	-1	18	-14	4
> COc1ccc(N(CCC(=O)O)S(=O)(=O)c2ccc(C)c(C)c2)cc1
→ 7	-10	18	-11	6	14	-4	11	11	-20	-11
> Cc1c(C(=O)O)sc2[nH]c(=O)n(Cc3ccccc3)c(=O)c12
→ -8	5	8	4	-12	10	6	-18	22	0	-9
> O=S(=O)(NCCc1ccncc1)c1ccc(S(=O)(=O)N2CCCCCC2)cc1
→ 19	6	11	-5	-12	8	5	12	6	-8	17
> O=C(O)c1cccc(-n2c(/C=C/c3cccc([N+](=O)[O-])c3)nc3ccccc3c2=O)c1
→ -7	-9	-6	11	9	-6	19	1	1	-4	9
> CC(=O)OCC(=O)C1(O)CCC2C3CC(C)C4=CC(=O)C=CC4(C)C3=CCC21C (stereo not drawn)
→ -5	11	5	14	-8	4	1	-43	-6	45	-2
> COc1ccc(Cc2nnc(NC(=O)C3CCCO3)s2)cc1 (stereo not drawn)
→ -10	-10	-10	-5	-14	-5	-7	2	-30	3	-1
> COc1ccc(C(=O)CCC(=O)Nc2cccnc2)c(OC)c1
→ -26	1	-9	2	1	-14	4	11	9	0	7
> CCOc1ccc(S(=O)(=O)N2CCN(C(=O)C3CSC4(C)CCC(=O)N34)CC2)cc1 (stereo not drawn)
→ -8	1	10	-3	-2	8	-2	-6	-23	2	-3
> COc1ccccc1C(=O)Nc1cccc(Oc2c(F)c(F)c(F)c(F)c2F)c1
→ -4	-19	5	0	8	0	1	-17	-1	-14	1

Sorted by value in Shn3 3UTR inh (low to high): 3 of the compounds above
compound	LRH-1 inv ag	EBV LMP1 NFkB	NCOA1 inh	TWEAK Fn14 block	COUP-TFII inh	NCOA3 inh	Shn3 3UTR inh	CF NFkB inh
COc1ccc(Cc2nnc(NC(=O)C3CCCO3)s2)cc1 (stereo not drawn)	-10	-5	-14	-5	-7	2	-30	3
O=C(O)c1ccccc1Cc1nc2cc(Cl)ccc2c(=O)[nH]1	10	2	-9	-5	4	16	-4	7
COc1ccc(C(=O)CCC(=O)Nc2cccnc2)c(OC)c1	-26	2	1	-14	4	11	9	0

Structures above printed as active in TWEAK Fn14 block:
| SMILES | LRH-1 inv ag | EBV LMP1 NFkB | NCOA1 inh | TWEAK Fn14 block | COUP-TFII inh | NCOA3 inh | Shn3 3UTR inh | CF NFkB inh |
| --- | --- | --- | --- | --- | --- | --- | --- | --- |
| CC1(Cc2ccc3c(c2)OCO3)C(=O)Nc2ccc(-c3cccc(C(F)(F)F)c3)cc21 (stereo not drawn) | -1 | nt | 6 | 103* | 17 | -5 | 31 | 6 |

(listing goes on)
The line under a structure holds: LRH-1 inv ag	TROY NFkB inh	KKLEB tox	EBV LMP1 NFkB	NCOA1 inh	TWEAK Fn14 block	COUP-TFII inh	NCOA3 inh	Shn3 3UTR inh	CF NFkB inh	TRAIL sens C8
> Cc1nc(SC(C)C(=O)Nc2c(C)n(C)n(-c3ccccc3)c2=O)nc(C)c1C (stereo not drawn)
→ -11	9	12	-5	-18	7	-18	-16	13	-7	-12
> CCOC(=O)CCCCC(=O)c1[nH]c(=O)[nH]c1CN1CCOCC1
→ -4	-15	2	0	-7	-9	14	5	-4	-29	0
> O=c1c2ccccc2nc(N/N=C/c2ccc(O)cc2)n1O
→ -55	-18	-2	-11	-39	-7	-4	-57	-40	-16	62*
> Cc1ccc(NC(=O)c2ccc(COc3ccccc3[N+](=O)[O-])o2)nc1
→ -24	9	-9	-10	-57	14	-11	-8	22	19	-9
> O=C(c1ccc(-n2cccc2)cc1)N1CCCCC1
→ -45	-49	5	-10	-17	-15	-10	-27	-31	-6	-4
> CCOC(OCC)c1nc(N)[nH]c(=O)c1CCCCc1ccccc1
→ -17	5	-15	-2	-21	-8	4	-29	21	5	-9
> COCCCNC(=O)C[C@H]1C[C@H](C(=O)N2CCOCC2)[C@@]2(C)c3[nH]c4cc(CCC(=O)N(C)C)ccc4c3CCN2C1=O
→ -25	-7	-4	0	-3	-10	-14	2	-18	-22	16
> CCOc1ccc(/C=N/NC(=O)c2csc(C)c2C)c(OCC)c1
→ -12	-28	13	-2	6	-6	6	-16	-8	-17	-4
> Cc1ccc(S(=O)(=O)c2c(C)cc(C)[nH]c2=O)cc1
→ 14	-1	4	-3	0	-5	-19	-11	-3	1	-11
> CCOC(=O)N1CCN(C2=NC3(CCCCC3)C(C#N)C(=O)N2)CC1 (stereo not drawn)
→ -8	-11	-11	0	-1	-1	2	-20	-3	-11	-4
> O=C(O)c1ccc(CN2C(=O)c3ccc(Oc4ccc([N+](=O)[O-])cc4)cc3C2=O)cc1
→ -3	9	-1	0	-31	-5	3	11	-3	10	1
> O=C(N/N=C/c1ccccc1)NC1CCCCC1
→ -47	-109	-6	-6	-29	-15	-35	-9	-20	14	6
> O=C(Nc1ccc2c(c1)CCCN2C(=O)c1cccs1)c1cccc(F)c1
→ -52	-34	-7	-21	-97	-69	-17	-102	-12	2	19
> CS(=O)(=O)N1Cc2ccccc2CC1C(=O)O (stereo not drawn)
→ -3	2	1	0	-3	11	-10	3	-17	6	-5
> O=C(OCC(=O)N1CCCC1)c1c[nH]c2ccccc12
→ -36	4	13	-4	-11	-6	-2	-30	-17	-16	-19

In a second layout: entries from further up
| smiles | LRH-1 inv ag | TROY NFkB inh | KKLEB tox | EBV LMP1 NFkB | NCOA1 inh | TWEAK Fn14 block | COUP-TFII inh | NCOA3 inh | Shn3 3UTR inh | CF NFkB inh | TRAIL sens C8 |
| --- | --- | --- | --- | --- | --- | --- | --- | --- | --- | --- | --- |
| COCCCNC(=O)C[C@H]1C[C@H](C(=O)N2CCOCC2)[C@@]2(C)c3[nH]c4cc(CCC(=O)N(C)C)ccc4c3CCN2C1=O | -25 | -7 | -4 | 0 | -3 | -10 | -14 | 2 | -18 | -22 | 16 |
| CCOc1ccc(/C=N/NC(=O)c2csc(C)c2C)c(OCC)c1 | -12 | -28 | 13 | -2 | 6 | -6 | 6 | -16 | -8 | -17 | -4 |
| Cc1ccc(S(=O)(=O)c2c(C)cc(C)[nH]c2=O)cc1 | 14 | -1 | 4 | -3 | 0 | -5 | -19 | -11 | -3 | 1 | -11 |

(listing goes on)
Abbreviations: A = LRH-1 inv ag; B = TROY NFkB inh; C = KKLEB tox; D = EBV LMP1 NFkB; E = NCOA1 inh; F = TWEAK Fn14 block; G = COUP-TFII inh; H = NCOA3 inh; I = Shn3 3UTR inh; J = CF NFkB inh; K = TRAIL sens C8
Cn1ncc(Cl)c1C(=O)N/N=C/c1cc2c(cc1[N+](=O)[O-])OCO2
  A: -15; B: 14; C: 1; D: -6; E: 11; F: 17; G: 11; H: 9; I: 10; J: -15; K: -1

N#CCCN(Cc1cccnc1)C(=S)Nc1ccccc1Cl
  A: 0; B: 1; C: 2; D: -2; E: 2; F: -10; G: 3; H: 8; I: 9; J: 0; K: -3

CCN(CC(=O)Nc1c(F)cccc1F)C(=O)C1COc2ccccc2O1 (stereo not drawn)
  A: -11; B: -23; C: 8; D: -20; E: 3; F: 7; G: -3; H: 10; I: 11; J: 1; K: 10

N#Cc1c(N2CCCC2)ccc(Br)c1Cl
  A: 0; B: 0; C: -6; D: 2; E: 20; F: -16; G: 2; H: 11; I: 2; J: 20; K: 4

CCC(/C=N/NC(=O)C(=O)N/N=C/C(CC)CC)CC
  A: 1; B: -9; C: 13; D: -5; E: 7; F: 6; G: -16; H: 13; I: -3; J: 2; K: -3

From PubChem BioAssay
